# Source: PubChem BioAssay
# Cav3 T inh: inhibitors of human Cav3.2 T-type calcium channel; O95180; Cav3.2-expressing cells, Fluo-4 calcium fluorescence FDSS; active compounds read low; B-score at 10 µM; 4% of 100,000 active; AID 449739;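 active = single-dose well whose peak fluorescence ratio is a statistical outlier from its plate by either plate-standardised score or position-corrected B-score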
# Target sequence (O95180 whole entry, looked up): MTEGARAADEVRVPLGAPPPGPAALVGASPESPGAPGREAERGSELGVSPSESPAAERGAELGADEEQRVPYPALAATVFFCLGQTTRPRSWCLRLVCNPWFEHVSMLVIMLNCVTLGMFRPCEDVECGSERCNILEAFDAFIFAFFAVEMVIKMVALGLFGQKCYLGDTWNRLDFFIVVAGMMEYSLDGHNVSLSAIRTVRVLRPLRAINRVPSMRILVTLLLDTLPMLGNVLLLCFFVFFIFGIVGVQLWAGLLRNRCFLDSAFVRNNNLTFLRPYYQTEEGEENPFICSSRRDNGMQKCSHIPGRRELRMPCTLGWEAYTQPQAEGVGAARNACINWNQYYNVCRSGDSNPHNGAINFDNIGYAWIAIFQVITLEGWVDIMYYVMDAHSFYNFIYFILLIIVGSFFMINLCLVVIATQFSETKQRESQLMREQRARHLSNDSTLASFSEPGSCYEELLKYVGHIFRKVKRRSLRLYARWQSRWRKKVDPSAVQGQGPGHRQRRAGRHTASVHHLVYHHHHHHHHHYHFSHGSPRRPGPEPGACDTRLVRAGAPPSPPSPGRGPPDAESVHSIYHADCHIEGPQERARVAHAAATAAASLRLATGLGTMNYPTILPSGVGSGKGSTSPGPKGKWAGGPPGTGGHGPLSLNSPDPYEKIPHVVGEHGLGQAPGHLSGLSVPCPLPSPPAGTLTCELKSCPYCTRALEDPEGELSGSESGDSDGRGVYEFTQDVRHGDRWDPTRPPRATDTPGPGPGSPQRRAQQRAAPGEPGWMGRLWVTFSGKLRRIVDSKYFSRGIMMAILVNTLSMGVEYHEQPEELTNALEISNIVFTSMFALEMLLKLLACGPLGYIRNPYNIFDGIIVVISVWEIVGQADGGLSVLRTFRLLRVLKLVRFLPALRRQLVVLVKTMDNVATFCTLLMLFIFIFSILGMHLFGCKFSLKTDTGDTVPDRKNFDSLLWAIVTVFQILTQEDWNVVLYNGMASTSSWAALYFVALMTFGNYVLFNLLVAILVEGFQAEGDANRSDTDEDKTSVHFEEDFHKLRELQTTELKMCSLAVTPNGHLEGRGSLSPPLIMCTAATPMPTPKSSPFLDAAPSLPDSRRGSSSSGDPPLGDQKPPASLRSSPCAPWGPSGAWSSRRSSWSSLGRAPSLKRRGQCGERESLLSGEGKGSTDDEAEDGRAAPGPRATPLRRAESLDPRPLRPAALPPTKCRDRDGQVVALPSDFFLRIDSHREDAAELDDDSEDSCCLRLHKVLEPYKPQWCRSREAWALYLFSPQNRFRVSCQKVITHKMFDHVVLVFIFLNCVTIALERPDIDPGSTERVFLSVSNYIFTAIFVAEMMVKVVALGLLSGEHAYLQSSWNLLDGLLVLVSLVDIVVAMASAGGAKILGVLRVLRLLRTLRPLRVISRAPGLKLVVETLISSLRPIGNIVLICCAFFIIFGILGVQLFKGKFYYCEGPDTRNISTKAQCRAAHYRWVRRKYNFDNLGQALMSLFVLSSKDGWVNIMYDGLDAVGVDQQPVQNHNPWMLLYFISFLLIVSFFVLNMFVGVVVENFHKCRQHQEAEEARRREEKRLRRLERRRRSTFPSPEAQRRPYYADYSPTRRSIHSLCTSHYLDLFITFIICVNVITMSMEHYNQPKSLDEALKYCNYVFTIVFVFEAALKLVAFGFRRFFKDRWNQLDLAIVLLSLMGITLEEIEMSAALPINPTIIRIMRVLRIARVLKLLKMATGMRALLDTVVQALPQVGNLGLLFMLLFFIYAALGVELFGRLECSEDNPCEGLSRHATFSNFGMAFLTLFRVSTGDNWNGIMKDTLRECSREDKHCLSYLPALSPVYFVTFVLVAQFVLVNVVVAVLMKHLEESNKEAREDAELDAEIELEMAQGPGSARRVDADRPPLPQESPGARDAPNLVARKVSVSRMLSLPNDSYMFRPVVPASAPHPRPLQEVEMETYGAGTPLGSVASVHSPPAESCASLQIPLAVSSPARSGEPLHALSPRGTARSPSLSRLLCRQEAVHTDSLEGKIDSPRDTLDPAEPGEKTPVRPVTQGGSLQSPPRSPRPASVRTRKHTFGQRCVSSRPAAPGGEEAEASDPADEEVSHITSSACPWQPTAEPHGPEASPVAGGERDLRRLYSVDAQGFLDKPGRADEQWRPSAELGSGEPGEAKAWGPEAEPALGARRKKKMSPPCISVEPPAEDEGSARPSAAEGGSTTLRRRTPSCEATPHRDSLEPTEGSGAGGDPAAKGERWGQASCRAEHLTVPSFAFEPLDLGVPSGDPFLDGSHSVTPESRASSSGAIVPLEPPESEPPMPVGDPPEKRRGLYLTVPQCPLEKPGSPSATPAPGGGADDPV
# The depositor's hits bear a star. These rows are one share of the data; the hit share may differ from the screen's.
Cav3 T inh | SMILES
0.39 | CCc1ccc(N2C(=O)CC(N3CCC(C(=O)OC)CC3)C2=O)cc1 (stereo unspecified)
-0.89 | COc1ccc(Cc2nnc(NC(=O)CSc3ccccc3)s2)cc1
0.059 | CCOC(=O)N1CCN(C(=O)c2cc3sccc3n2C)CC1
1.1 | COC(=O)C(CC(C)C)NC(=O)c1cc(OC)c(OC)c(OC)c1 (stereo unspecified)
2 | Cc1ccc2c(C(=O)CN3CCN(C4CCCCC4)CC3)c(C)[nH]c2c1
0.17 | CCc1ccccc1NC(=O)C1CCCN(S(=O)(=O)c2c(C)noc2C)C1 (stereo unspecified)
0.64 | CC(C)OCCCNC(=O)C1CCC(=O)N1C(C)C (stereo unspecified)
-0.056 | COC(=O)c1cccc(N2C(=O)c3ccccc3S2(=O)=O)c1
-3.3 | CCOc1ccccc1N1CCN(C(=O)C2c3ccccc3Oc3ccccc32)CC1
2.7 | O=C(c1ccco1)N1CCN(C(=O)c2sccc2-c2ccccc2)CC1
-0.28 | O=C(O)c1ccccc1NS(=O)(=O)c1ccc2c3c(cccc13)C(=O)N2
0.28 | O=C(O)c1cc2nc(C3CC3)cc(C(F)(F)F)n2n1
0.31 | C1CCC(n2nnnc2CN2CCN(C3CCCC3)CC2)CC1
-0.012 | CCn1c(=O)n(CC)c2cc(S(N)(=O)=O)ccc21
-8.1* | Cn1c(Oc2ccccc2NCc2cccc(Br)c2)cc(=O)n(C)c1=O
-0.27 | Cc1cccc(C)c1NC(=S)N/N=C/c1ccc(OCCC(C)C)cc1
-0.99 | COc1cc2nc(SCC(=O)NCc3ccco3)n(Cc3ccc(Cl)cc3)c(=O)c2cc1OC
-4.8* | CCOC(=O)C1=C(C)N=C2SCCC(=O)N2[C@@H]1/C=C/c1ccccc1
0.33 | COc1ccc(NC(=O)/C(=C\c2cc(OC)c(OC)cc2[N+](=O)[O-])NC(=O)c2ccccc2)cc1
-1.5 | CSc1ccccc1NC(=O)CN(c1ccccc1)S(=O)(=O)N(C)C
-0.18 | O=C(Nc1ccccc1)N1CCN(c2ccc(C(F)(F)F)cn2)CC1
0.22 | Cc1ccc(-n2nnnc2SCC(=O)N2CCN(C(=O)c3ccco3)CC2)c(C)c1
-8.2* | Cc1[nH]c2ccccc2c1NC(=O)CN1CCN(c2cccc(C(F)(F)F)c2)CC1
-2.3 | CN(c1ccc(C(=O)N2CCN(Cc3ccc4c(c3)OCO4)CC2)cc1)S(=O)(=O)c1ccccc1
0.057 | C[C@@H]1CCC[C@]2(O[C@@H](CCO)C[C@@H](O)[C@@H]2O)O1

# Remaining list, next part.
Cav3 T inh | SMILES
-0.04 | Cc1cc(C)n(/N=C/c2cccc(O)c2)c(=O)c1C(N)=O
0.78 | CCOc1ccc(-c2nnn(CC(=O)N3CCCC3)n2)cc1OCC
-0.4 | COc1ccccc1-c1nnc(SCC(=O)Nc2ccc(Cl)cc2Cl)o1
0.16 | CCNc1nc(N)nc(Oc2ccc(OCc3ccccc3)nn2)n1
-0.34 | O=C(NN=C1C2CC3CC(C2)CC1C3)c1cccs1
-1.6 | CCCCCc1nc(N)c(C#N)c(-c2ccco2)c1CCCC
0.63 | COc1ccc(CCN(Cc2cc3cccc(C)c3[nH]c2=O)C(=O)N2CCCC2)cc1OC
0.4 | COC(=O)Cn1cnc2sc(C)c(S(=O)(=O)N3CCN(c4ccccc4OC)CC3)c2c1=O
0.33 | O=C(c1cnn2ccccc12)N1CCc2ccccc21
0.64 | O=C(O)c1cccc2c1C(=O)N(C1CCCCC1)C2
-0.19 | CC(C)(C)C1CCc2onc(C(=O)Nc3ccc(F)cc3F)c2C1 (stereo unspecified)
0.12 | COC(=O)CN(c1ccc(C)c(Cl)c1)S(C)(=O)=O
-0.45 | CCCOc1ccc(C(CC(=O)O)NC(=O)C23CC4CC(CC(C4)C2)C3)cc1 (stereo unspecified)
-0.25 | Cc1ccc2c(c1)Sc1ccccc1CC2=O
-3.8 | COc1cnc(-c2ccccn2)nc1Sc1ccccc1Cl
0.0066 | O=C(c1ccc2ccccc2c1)c1c[nH]cc1-c1ccccc1
0.22 | CCCN1CCN(C(=O)CCCNC(=O)Cn2cnc3sc(C)c(C)c3c2=O)CC1
-0.18 | CC(C)C(=O)Nc1cccc(-c2cn3ccsc3n2)c1
-0.49 | OC1CCCN(Cc2c3ccccc3cc3ccccc23)C1 (stereo unspecified)
1.6 | CC(=O)N1CC=C2C(C#N)=C(N)C(C#N)(C#N)C(C)C2C1 (stereo unspecified)
0.61 | O=C(CSc1n[nH]c(-c2cccnc2)n1)Nc1ccnc2ccccc12
1 | CCOC(=O)CSc1nnc(C2CCCCC2)n1C
-0.49 | Cn1cc(C(=O)Nc2ccc(F)c(F)c2)cn1
-0.1 | C/C(=C1/SC(N2CC(C)OC(C)C2)=NC1=O)c1ccccc1 (stereo unspecified)
-0.01 | Cc1cccc(C)c1OC(=O)CSc1nnc(-c2ccccc2)o1

# Additional entries:
Cav3 T inh | SMILES
0.21 | O=C(O)c1cc2c(ccc3ccccc32)o1
-1.4 | O=C(COc1ccccc1)Nc1cccc2nsnc12
2.8 | Cn1c(=O)c2c(ncn2CC(=O)N2CCN(c3cccc(Cl)c3)CC2)n(C)c1=O
0.24 | COc1ccc(C(=O)Oc2ccc3oc(=O)sc3c2)cc1
1.9 | O=C(O)/C=C/c1cn(-c2ncc(C(F)(F)F)cc2Cl)c2ccccc12
-1.2 | CC(C)CCOC(=O)C1C(c2ccccc2)C(C(=O)O)C1c1ccccc1 (stereo unspecified)
-0.031 | COc1ccccc1C/C(N)=N/OC(=O)COc1ccccc1C
0.022 | COc1ccc2oc(=O)c(C(=O)N3CCN(c4ccccc4F)CC3)cc2c1
0.49 | O=C1CCN(Cc2ccccc2)CCN1CCO
0.8 | O=S(=O)(/N=C(/Nc1ccccn1)c1ccccc1)c1ccc(Cl)cc1
-2.5 | CCOC(=O)C1CCCN(C(=O)CC(c2ccccc2)c2ccccc2)C1 (stereo unspecified)
0.082 | COC(=O)CSc1nnc(CNC(=O)c2ccccc2OC)n1-c1ccc(OC)cc1
-0.34 | Cc1cc(-n2c(C)cc(C(=O)CSc3ncnc4ccccc34)c2C)no1
0.27 | Cc1cc(C(C)(C)C)c(O)c(C(C)(C)C)c1
0.51 | CCOC(=O)Nc1ccc2c(c1)N(C(=O)N1CCN(C)CC1)c1ccccc1S2
-0.29 | COc1cc(-c2nc3ccc4ccccc4c3c3c2CCC3)cc(OC)c1OC
0.063 | COc1cc(OC)cc(C(C(=O)NC2CCCCC2)N(C(=O)c2ccno2)c2ccccc2)c1 (stereo unspecified)
-1.4 | CCN(CCCNC(=O)C1CCCN(S(=O)(=O)c2cnc[nH]2)C1)c1ccccc1 (stereo unspecified)
0.88 | N#CCN1CCN(CC(=O)Nc2cccc3ccccc23)CC1
-0.023 | COC(=O)c1ccc2c(=O)n(CCCCCC(=O)NCc3ccccn3)c(=O)[nH]c2c1
1.2 | CCOC(=O)/C(C#N)=C/c1ccc(OCC(=O)Nc2ccccc2)c(OC)c1
1.3 | CCOc1ccc(CCNC(=O)C2CCC(=O)N2C2CCCCC2)cc1OCC (stereo unspecified)
-0.52 | Cc1ccc(S(=O)(=O)Cn2nnnc2CN2CCN(C(=O)c3ccco3)CC2)cc1
-5* | CC(=O)OC1COC(OC2C(O)C(C)OC(OC3C(OC4CCC5(C)C(CCC6(C)C5CC=C5C7CC(C)(C)CCC7(C(=O)O)CCC56C)C4(C)CO)OCC(O)C3O)C2O)C(O)C1OC(C)=O (stereo unspecified)
0.063 | Cc1cccc(-c2c3c(=O)n(C)c(=O)n(C)c3cn2CCO)c1

# More results follow.
Cav3 T inh | SMILES
-0.62 | COc1ccc(-c2cc3ccccc3oc2=O)cc1NC(=O)c1ccc(Br)o1
-2 | Cc1ccc(Cn2c(SCC(=O)NCc3ccco3)nc3ccsc3c2=O)cc1
0.13 | COc1ccc(S(=O)(=O)N2CCN(c3ccccc3OC)CC2)cc1OC
0.066 | Cc1ccc(CS(=O)(=O)CCC(=O)N2CCOCC2)cc1
0.17 | COc1cccc(NC(=O)c2nn(C)cc2Br)c1
-0.029 | COc1ccc(OC)c(C2C(C(C)=O)=C(O)C(=O)N2Cc2cccnc2)c1 (stereo unspecified)
0.76 | C/C=C(/C)C(=O)Nc1cccc(C2=NOC3(C2)C[C@H](C(N)=O)N(C(=O)c2ccc(Cl)cc2)C3)c1 (stereo partly specified)
-0.22 | COC(=O)c1[nH]c2ccc(C)cc2c1NC(=O)CN1CCN(c2ccc(F)cc2)CC1
-1.9 | CCCOC(=O)c1ccc(OC(=O)c2ccco2)cc1
1.4 | Cc1ccc(CS(=O)(=O)CCC(=O)NCCN(C)Cc2ccccc2)cc1
2.2 | CCOC(=O)c1sc(NC(C)=O)nc1-c1ccccc1
0.14 | CC(CCc1ccccc1)NC(=O)CSc1nccc(=O)[nH]1 (stereo unspecified)
-0.22 | CN(C)CCOC(=O)c1cccc(Br)c1
0.28 | Cc1nc(-c2ccccc2)sc1C1(C)CC(c2ccc(C#N)cc2)=NO1 (stereo unspecified)
0.39 | COc1cccc(C2C(C(N)=O)=C(C)Nc3nc(-c4ccccc4Cl)nn32)c1 (stereo unspecified)
0.2 | CC[C@H](C)C(C(=O)N1CCN(C(=O)OC(C)(C)C)CC1)n1cc(C(CC(C)C)NC(=O)OC(C)(C)C)nn1 (stereo partly specified)
-0.48 | COc1ccc(NC(=O)C(CC(=O)O)Cc2ccccc2)cc1 (stereo unspecified)
0.66 | CC1=CCC2C(=O)N(c3cc(C)on3)C(=O)C2C1 (stereo unspecified)
-0.51 | Cc1cnn(-c2ccc3nnc(-c4ccc(Br)cc4)n3n2)c1
-0.81 | CS(=O)(=O)c1ccc(Cl)c(NC(=O)COC(=O)CNC(=O)c2ccc(Br)o2)c1
1.3 | CCOC(=O)C1=C(C)Nc2ncnn2C1c1ccccc1F (stereo unspecified)
0.48 | CCn1nnnc1SCC(=O)Nc1cccc(NC(C)=O)c1
-0.46 | CC(C)(C)c1ccc2c(c1)OCC(C(=O)O)O2 (stereo unspecified)
0.049 | C1CCc2nc3c(nc2C1)CCCC3
-1.6 | CCCCn1c(CN(Cc2ccccc2)Cc2ccccc2)nc2c1c(=O)n(C)c(=O)n2C

# Compounds above that contain an aryl thioether with sulfur outside any ring, in the order listed:
Cav3 T inh | SMILES
-0.89 | COc1ccc(Cc2nnc(NC(=O)CSc3ccccc3)s2)cc1
-0.99 | COc1cc2nc(SCC(=O)NCc3ccco3)n(Cc3ccc(Cl)cc3)c(=O)c2cc1OC
-1.5 | CSc1ccccc1NC(=O)CN(c1ccccc1)S(=O)(=O)N(C)C
0.22 | Cc1ccc(-n2nnnc2SCC(=O)N2CCN(C(=O)c3ccco3)CC2)c(C)c1
-0.4 | COc1ccccc1-c1nnc(SCC(=O)Nc2ccc(Cl)cc2Cl)o1
-3.8 | COc1cnc(-c2ccccn2)nc1Sc1ccccc1Cl
0.61 | O=C(CSc1n[nH]c(-c2cccnc2)n1)Nc1ccnc2ccccc12
1 | CCOC(=O)CSc1nnc(C2CCCCC2)n1C
-0.01 | Cc1cccc(C)c1OC(=O)CSc1nnc(-c2ccccc2)o1
0.082 | COC(=O)CSc1nnc(CNC(=O)c2ccccc2OC)n1-c1ccc(OC)cc1
-0.34 | Cc1cc(-n2c(C)cc(C(=O)CSc3ncnc4ccccc34)c2C)no1
-2 | Cc1ccc(Cn2c(SCC(=O)NCc3ccco3)nc3ccsc3c2=O)cc1
0.14 | CC(CCc1ccccc1)NC(=O)CSc1nccc(=O)[nH]1 (stereo unspecified)
0.48 | CCn1nnnc1SCC(=O)Nc1cccc(NC(C)=O)c1

# More records:
Cav3 T inh | SMILES
-5.3* | Cc1ccc(NC(=O)/C(=C\C=C\c2ccccc2)NC(=O)c2ccccc2)cc1
0.021 | CCOC(=O)C1CCCN(c2c(N3CCN(C)CC3)c(=O)c2=O)C1 (stereo unspecified)
0.79 | Nc1nc2ccccc2n1C(=O)CCc1ccccc1
1.2 | CCOC(=O)c1sc(NC(=O)CSc2n[nH]c(-c3ccncc3)n2)c(C#N)c1C
-0.075 | Nc1cc(Cl)nc(N/N=C/c2ccccc2[N+](=O)[O-])n1
-2.4 | Cc1ccccc1-c1nnc(SCC(=O)Nc2ccc(Cl)cc2)n1N
-1.1 | COc1ccc2c(c1OC)C(=O)OC2CC(=O)O (stereo unspecified)
0.11 | COc1ccc(-c2noc(CCC(=O)NCc3cccnc3)n2)cc1
-2.7 | Cc1ccccc1CSc1nnc(-c2ccco2)n1Cc1ccco1
0.22 | COc1cc(NS(=O)(=O)c2ccc(NC(C)=O)cc2)ncn1
0.99 | O=C(O)c1cccn2c(=O)c3ccccc3nc12
-4.4* | Cc1cc(C)c(OCC(=O)Nc2cccc(NC(=O)c3ccco3)c2)c(Br)c1
-2.2 | CCCc1noc2c1/C(=N\O)CC(CC(C)SCC)C2 (stereo unspecified)
0.1 | COc1ccc(OC)c(NC(=O)c2[nH]c(C)c(C(C)=O)c2C)c1
0.25 | CCOC(=O)C1=C(N)Oc2cc(C)[nH]c(=O)c2C1c1ccncc1 (stereo unspecified)
-0.31 | O=C(NCCN1CCOCC1)C1CCC(=O)N1Cc1ccccc1Cl (stereo unspecified)
-0.25 | N/C(=N\OC(=O)c1ccc(Br)cc1)c1ccccc1
-0.012 | CC1CN(S(=O)(=O)c2ccccc2)CC(C)O1 (stereo unspecified)
-0.17 | c1ccc(Cc2nnc(N3CCOCC3)c3ccccc23)cc1
-0.48 | c1cc2cn[nH]c2cc1NC1CCCCCC1
-0.14 | CS(=O)(=O)C1=C(O)C(=O)N(CCCC(=O)O)C1c1ccccc1F (stereo unspecified)
1.6 | CC1C(=O)CC(c2ccccc2)N(C)C1c1ccccc1 (stereo unspecified)
1.1 | CS(=O)(=O)Nc1ccc(S(=O)(=O)NCCc2ccccc2)cc1
-0.09 | OCCNc1ncnc2ccc(Br)cc12
1.1 | Cc1ccc(C(=O)N/C(N)=N/c2nc3ccccc3o2)cc1

# (continued)
Cav3 T inh | SMILES
0.32 | COc1ccc(NC(=S)N2N=CCC2c2ccccc2)cc1 (stereo unspecified)
-0.52 | Cc1cc(C)n2c(Nc3ccc4c(c3)OCCO4)c(-c3ccccc3)nc2n1
0.39 | COc1ccc2cc(C(=O)c3ccccc3)c(=O)oc2c1
-1.3 | OC(CNCCc1ccc(Cl)cc1)COCc1ccco1 (stereo unspecified)
-0.37 | CCOC(=O)c1cc(C)sc1NC(=S)Nc1ccccc1

# In a second layout: 2 of the compounds above.
mol,Cav3 T inh
CCn1c(=O)n(CC)c2cc(S(N)(=O)=O)ccc21,-0.012
Cn1c(Oc2ccccc2NCc2cccc(Br)c2)cc(=O)n(C)c1=O,-8.1*
